aSyn rescue: alpha-synuclein toxicity inhibition in yeast; Potency, µM (highest dose often 46.1 µM), for the others: at the highest dose growth rescue (activation), most hits filed as activators; Yeast expressing alpha-synuclein, growth rescue, BacTiter-Glo, 24 h; AID 652106; 0.14% of 370,000 active; further: % of control where 0% means no effect; nearly all actives have a fitted effect of over 65% in size
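Readout is rescue of growth in alpha-synuclein-expressing yeast, so inhibitors of toxicity appear as activators. Growth after 24 hr at 30 deg C in galactose medium is quantified by luminescence.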
EPAC2 agonist: agonists of human EPAC2 (RAPGEF4). Potency, µM (highest dose often 154 µM), without a hit: at the top dose activation, usual class: activators. 0.079% of 360,000 active. EPAC2 activation, biochemical qHTS; response scale: 100% = 6.5 mM cAMP response. AID 720711. Q8WZA2; further: nearly all actives have a fitted effect of over 50% in size
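Each well held 100 nM EPAC2, 250 nM RAP1B-BODIPY-GDP and 50 uM GDP. Fluorescence, read at 5-min intervals to 30 min, was referenced to a 6.5 mM cAMP positive control.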
EPAC1 antag: EPAC1 (human) antagonism. O95398. EPAC1 GEF assay, Rap1b-BODIPY-GDP exchange fluorescence. Potency, µM (top dose mostly 115 µM), for inactives: at the highest dose activity change, negative = inhibition, hits mostly inhibitors. 0.14% of 360,000 active. AID 720709;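 further: plate controls were vehicle for no effect and positive control for full effect; nearly all actives have a fitted effect of over 50% in size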
Target sequence (O95398 whole entry, looked up): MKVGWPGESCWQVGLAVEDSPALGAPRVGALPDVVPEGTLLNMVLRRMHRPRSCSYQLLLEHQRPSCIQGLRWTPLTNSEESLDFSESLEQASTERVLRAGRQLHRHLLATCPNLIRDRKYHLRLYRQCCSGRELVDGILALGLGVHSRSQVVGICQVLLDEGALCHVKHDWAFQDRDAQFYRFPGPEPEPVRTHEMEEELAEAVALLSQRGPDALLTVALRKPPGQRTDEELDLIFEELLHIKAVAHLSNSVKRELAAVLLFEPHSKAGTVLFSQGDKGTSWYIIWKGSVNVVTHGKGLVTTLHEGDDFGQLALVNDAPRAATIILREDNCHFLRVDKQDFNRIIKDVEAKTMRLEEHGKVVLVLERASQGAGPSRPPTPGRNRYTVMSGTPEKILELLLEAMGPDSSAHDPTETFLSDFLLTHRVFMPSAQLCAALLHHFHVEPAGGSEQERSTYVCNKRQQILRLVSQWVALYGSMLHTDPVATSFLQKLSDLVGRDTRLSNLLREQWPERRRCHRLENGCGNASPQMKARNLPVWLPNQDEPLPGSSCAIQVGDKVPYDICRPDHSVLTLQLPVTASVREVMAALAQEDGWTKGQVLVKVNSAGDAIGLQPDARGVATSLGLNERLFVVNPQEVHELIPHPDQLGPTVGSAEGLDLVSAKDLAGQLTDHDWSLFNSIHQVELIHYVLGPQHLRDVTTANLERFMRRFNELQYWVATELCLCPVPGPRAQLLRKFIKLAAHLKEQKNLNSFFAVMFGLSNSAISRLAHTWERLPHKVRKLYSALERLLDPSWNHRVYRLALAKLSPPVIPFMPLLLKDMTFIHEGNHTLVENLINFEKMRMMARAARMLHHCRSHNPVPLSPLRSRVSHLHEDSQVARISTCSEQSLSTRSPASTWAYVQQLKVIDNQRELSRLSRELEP
EPAC1 agonist: EPAC1 (human) agonism. AID 720707. Potency, µM (top dose mostly 154 µM), without a hit: at the highest dose activation, most hits filed as activators. 0.073% of 360,000 active. EPAC1 agonist qHTS, biochemical assay; response scale: 100% = response to 6.5 mM cAMP. O95398; further: nearly all actives have a fitted effect of over 60% in size
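Multi-concentration qHTS readout: loss of Rap1B-bound BODIPY-GDP fluorescence driven by 100 nM EPAC1 with excess GDP (50 uM), monitored kinetically at room temperature; agonist response expressed relative to 6.5 mM cAMP.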
FUS suppressor: FUS proteinopathy suppression in yeast. S. cerevisiae FUS-expressing, growth rescue, OD600, 24 h. Potency, µM (titrated, usually from 76.6 µM), without a hit: top-dose growth rescue (activation), hits mostly activators. 0.24% of 390,000 active;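 further: plate controls were DMSO vehicle for no effect and reference control for full effect; nearly all actives have a fitted effect of over 55% in size; some results filed as inactive show a strong effect at the top dose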
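Quantitative HTS measuring growth restoration of FUS-toxic yeast. Galactose-induced cells (OD 0.005) were exposed 24hr at 30C to compounds at several concentrations, then absorbance at 600 nm was recorded.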
PTHR1 ag: agonists of human PTHR1 parathyroid hormone receptor. AID 743266. Potency, µM (titrated, usually from 115 µM), for inactives: top-dose activation, usual class: activators. HEK293 GP2 PTHR1 cells, GloSensor cAMP luminescence, 1 h. 0.075% of 410,000 active; further: nearly all actives have a fitted effect of over 55% in size; some results filed as inactive show a strong effect at the top dose; inactives centre near -15; many of its hits are not listed in these tables
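HEK-293-derived GP2 cells expressing PTHR1 and a GloSensor cAMP reporter, 3,000/well, plated overnight, given luciferin plus IBMX (each 0.5 mM as added) for 1 h at 37 °C, then compound for 1 h at 37 °C. Luminescence was read after 15 min at room temperature.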
TDP-43 yeast inh: inhibitors of TDP-43 toxicity in yeast | Potency, µM (doses to about 46.1 µM), for the others: at the highest dose growth rescue (activation), most hits filed as activators | 1.8% of 410,000 active | TDP-43 expressing yeast growth rescue, BacTiter-Glo, 24 h; further: % of control where 0% means no effect; nearly all actives have a fitted effect of over 50% in size
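Readout is BacTiter-Glo luminescence of cell growth, so inhibitors register as activators. TDP-43-expressing yeast at OD600=0.02 in galactose medium, after raffinose pregrowth to mid-log, were incubated with compound for 24 hr at 30 deg C.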
EPAC2 antagonist: EPAC2 (human) antagonism | Q8WZA2 | EPAC2 GEF exchange of Rap1B-BODIPY-GDP, fluorescence | Potency, µM (highest dose often 114 µM), inactives show at the highest dose activity, negative = inhibition, actives largely listed as inhibitors | 0.18% of 360,000 active; further: on the % scale 0 is the no-effect control and ±100 the full control effect; nearly all actives have a fitted effect of over 45% in size; many of its hits are not listed in these tables
* marks the source's active call; other numbers are inactive results; i = inactive; ? = inconclusive; nt = not tested or not shown; [ ] = another dose, or the depositor's remark. The call rests on the fitted dose curve; in most records, active means well fitted curve in the direction sought with a large enough effect; inconclusive means small, poorly fitted or top-dose-only effect, or another doubt; inactive means no such curve, though single readings can be large; an effect the other way counts as inactive or inconclusive. Potency means the concentration at half of the fitted maximal effect.

SMILES | aSyn rescue | EPAC2 agonist | EPAC1 antag | EPAC1 agonist | FUS suppressor | PTHR1 ag | TDP-43 yeast inh | EPAC2 antagonist
COC(=O)c1cc(C#N)c(OC)nc1C | 6% | 13% | -7% | 1% | -22% | i | -16% | 2%
O=c1[nH]c(-[n+]2ccc3ccccc3c2)c(/C=N/N=C(\[O-])c2ccccc2)s1 | 6% | -6% | 14% | -5% | 35% | -18% | 5% | -3%
O=C(Nc1ccccc1-c1ccccc1)c1cccc([N+](=O)[O-])c1 | -6% | 1% | 8% | 5% | 22% | -41%[inhibitor] | ? | 13%
N#Cc1cc(-c2ccccc2)nnc1Sc1ccccc1 | -8% | 11% | 17% | 12% | 10% | i | -5% | 13%
CC(C)c1ccc(NC(=O)[C@H](NC(=O)[C@@H]2Cc3ccccc3CN2)c2ccccc2)cc1 | -7% | -4% | -7% | -5% | 7% | -10% | -1% | -8%
CN(C)C(=O)N1CCCC(C(=O)NCc2cccs2)C1 (configuration not stated) | 0% | 4% | 12% | -4% | -19% | -1%[57.5 µM] | -24% | 13%
Cc1cc(C)cc(CSCC(=O)NN=C2CCCCCC2)c1 | -6% | -5% | 6% | 2% | 1% | i | -8% | 0%
O=c1c2ccccc2c(-c2ccc(Br)cc2)nn1Cc1ccccc1 | 1% | 3% | -6% | 2% | -18% | i | 12% | -5%
Cc1ccc(NCN2C(=O)c3ccccc3C2=O)c(C)c1 | 0% | 16% | -19% | 8% | -9% | i | -7% | -3%
Cc1ccc(S(=O)(=O)CCC(=O)N2CCN(c3ccccc3O)CC2)cc1 | 24% | 2% | -39% | 4% | 28% | -9% | 2% | 2%
CCc1cc(SC#N)cc(C)c1N | -2% | 6% | -12% | 0% | -3% | i | 18µM* | 3%
CCOC(=O)c1ccc(NC(=O)CCc2c(C)nc3c(c(C)nn3C(C)(C)C)c2C)cc1 | -11% | nt | nt | nt | 31% | -23% | 27% | nt
CCc1ccc2cc(F)cc(F)c2n1 | -5% | 4% | -14% | 8% | -34% | -21% | ? | 8%
CC(C)c1ccc(NC(=O)C2C3C=CC4(O3)C2C(=O)N(CCN2CCOCC2)C4C(=O)NC2CCCCC2)cc1 (configuration not stated) | -4% | 6% | 0% | 9% | 0% | 0% | 19% | -3%
COC(=O)c1ccccc1NS(=O)(=O)c1ccc(Cl)nc1 | 2% | 2% | -14% | 5% | 8% | i | nt | 0%
O=C(Cc1ccccc1)NC(=S)Nc1cccc(C(F)(F)F)c1 | -2% | 11% | -24% | 19% | -3% | -20% | 11% | -13%
CCN(CC)CCN(Cc1cc2ccc(C)c(C)c2[nH]c1=O)C(=S)NCc1ccco1 | 9% | 5% | 1% | -1% | 5% | i | 1% | 1%
COC(=O)C(=C/C(C)=C/c1cccnc1)C(=O)OC | 9% | 6% | -11% | -7% | -3% | -20% | ? | 2%
CSc1ccc(CNc2ccc(C)cc2)cc1 | -1% | 16% | 15% | 16% | 16% | -32%[inhibitor] | -29% | 6%
S=c1sc(SCCOc2ccccc2)nn1-c1ccccc1 | -1% | 15% | 2% | 12% | -8% | -26% | 17% | 7%
COc1ccccc1OCC(=O)NC1CCSc2ccccc21 (configuration not stated) | 9% | 6% | 6% | -2% | -12% | -70%[inhibitor] | ? | -21%
CCOC(=O)C1CCN(C(=O)c2ccccc2NS(=O)(=O)c2ccc(C)cc2)CC1 | 0% | 8% | 12% | 1% | nt | i | -3% | 8%
Cc1ccc2c(c1)nnn2C1CCN(C(=O)Nc2ccccc2C)CC1 | -1% | 0% | -11% | 4% | -7% | i | 18% | 1%
Cc1c(NC2=NC3(CCCCC3)Cc3ccccc32)c(=O)n(C)n1-c1ccccc1 | 0% | -1% | 0% | 6% | 6% | i | 7% | 0%
COc1cccc(C(O)CC(N)=O)c1 (configuration not stated) | 2% | 7% | -1% | 4% | -23% | i | 9% | -8%
O=C(NCCCN1CCOCC1)c1cc2c(s1)CCC2 | -2% | 7% | 0% | 2% | -3% | -8%[57.5 µM] | 5% | -3%
Cc1ccc(S(=O)(=O)N(C)C[C@H]2OCc3cnnn3CCCC(=O)N([C@@H](C)CO)C[C@H]2C)cc1 | 3% | 19% | 1% | 8% | 2% | -21% | 13% | -3%
CC1CCN(S(=O)(=O)c2ccc3c(c2)N(CC(=O)NCCCN2CCCC(C)C2)C(=O)CO3)CC1 (configuration not stated) | 3% | -4% | 17% | -19% | 9% | -24% | -1% | -2%
COc1ccc(C(=O)NC2CCN(Cc3c(F)cccc3Cl)CC2)cc1OC | -10% | 3% | -8% | 5% | -28% | -6% | 25% | 5%
C=CCOc1ccc(/C=C/C(=O)OCC(=O)NCCC2=CCCCC2)cc1 | 1% | -1% | 4% | -2% | nt | i | ? | 10%
CCOC(=O)C(=O)/C(C#N)=C/Nc1ccc(F)cc1 | -6% | 5% | 0% | -2% | 10% | -8% | -14% | 9%
O=C(CN1C(=O)c2ccccc2C1=O)Nc1ccc(N2CCOCC2)cc1 | 1% | -1% | -2% | 10% | 9% | i | -6% | -1%
Cc1ccccc1OCC(=O)Nc1ccccc1N1CCOCC1 | 15% | 13% | -5% | 3% | 9% | -7%[57.5 µM] | ? | 3%
CCN(CC)C(=O)CSc1nnc(-c2ccc(S(=O)(=O)N3CCCC3)cc2)o1 | -13% | 2% | 0% | 0% | 8% | -5%[57.5 µM] | 6% | 16%
CCOc1ccc(CCNC(=O)c2cc3c(C)nccc3[nH]c2=O)cc1OCC | 2% | -7% | -11% | 5% | 14% | -15% | 23% | -2%
O=C(CSc1nc2ccsc2c(=O)n1CC1CCC(C(=O)O)CC1)c1ccc(Cl)cc1 (configuration not stated) | 0% | 19% | 56µM* | ? | 8% | -31%[inhibitor] | 6% | -14%

Among those listed so far, seven contain a halogen.
SMILES | aSyn rescue | EPAC2 agonist | EPAC1 antag | EPAC1 agonist | FUS suppressor | PTHR1 ag | TDP-43 yeast inh | EPAC2 antagonist
O=c1c2ccccc2c(-c2ccc(Br)cc2)nn1Cc1ccccc1 | 1% | 3% | -6% | 2% | -18% | i | 12% | -5%
CCc1ccc2cc(F)cc(F)c2n1 | -5% | 4% | -14% | 8% | -34% | -21% | ? | 8%
COC(=O)c1ccccc1NS(=O)(=O)c1ccc(Cl)nc1 | 2% | 2% | -14% | 5% | 8% | i | nt | 0%
O=C(Cc1ccccc1)NC(=S)Nc1cccc(C(F)(F)F)c1 | -2% | 11% | -24% | 19% | -3% | -20% | 11% | -13%
COc1ccc(C(=O)NC2CCN(Cc3c(F)cccc3Cl)CC2)cc1OC | -10% | 3% | -8% | 5% | -28% | -6% | 25% | 5%
CCOC(=O)C(=O)/C(C#N)=C/Nc1ccc(F)cc1 | -6% | 5% | 0% | -2% | 10% | -8% | -14% | 9%
O=C(CSc1nc2ccsc2c(=O)n1CC1CCC(C(=O)O)CC1)c1ccc(Cl)cc1 (configuration not stated) | 0% | 19% | 56µM* | ? | 8% | -31%[inhibitor] | 6% | -14%

Looked up above.
`O=C(CN1C(=O)c2ccccc2C1=O)Nc1ccc(N2CCOCC2)cc1` in EPAC1 agonist reads 10%
`C=CCOc1ccc(/C=C/C(=O)OCC(=O)NCCC2=CCCCC2)cc1` in EPAC2 antagonist reads 10%

(listing goes on)
SMILES | aSyn rescue | EPAC2 agonist | EPAC1 antag | EPAC1 agonist | FUS suppressor | PTHR1 ag | TDP-43 yeast inh | EPAC2 antagonist
Cc1csc(NC(=O)CSc2nsc(SCC(=O)Nc3nc(C)cs3)c2C#N)n1 | -4% | -2% | 0% | 23% | 27% | i | -17% | -3%
COc1ccc(-c2nn(-c3ccccc3)cc2C(=O)Nc2nccs2)cc1 | -10% | 14% | -1% | 11% | 11% | i | ? | -5%
CCn1nc(NC(=O)C2CCCO2)c2cc3cccc(C)c3nc21 (configuration not stated) | 4% | 1% | 11% | 0% | 2% | -1% | 12% | 2%
O=[N+]([O-])c1ccc(NCc2ccncc2)cc1 | ? | 10% | 3% | 1% | -20% | i | -4% | 2%
CSCCC(NC(=O)c1ccc(Cl)cc1Cl)C(=O)OCC(N)=O (configuration not stated) | 7% | 4% | -10% | 6% | 19% | -14% | 8% | 1%
Cc1c(C(=O)Nc2cccc([N+](=O)[O-])c2)cnn1-c1ccccc1 | -6% | 12% | -25% | -3% | -18% | -61%[inhibitor] | ? | -2%
CC(C)c1ccc(NC(=O)C2(C)Cc3c(-c4cccc(C(N)=O)c4)ccnc3O2)cc1 (configuration not stated) | 5% | 13% | -26% | -8% | 17% | i | 19% | 6%
Cc1c(C)c(C)c(S(=O)(=O)N2CCC3(CC2)OCCO3)c(C)c1C | 9% | 6% | 5% | 9% | 22% | -10% | 0% | -8%
O=C1NC(=S)NC(=O)C1=Cc1ccccc1C(=O)O | 2% | -1% | -2% | -3% | 29% | i | -13% | 22%
Cc1cccc(C)c1-n1nnnc1S(=O)(=O)Cc1ccccc1Cl | 23% | 13% | -10% | 18% | 15% | -3%[57.5 µM] | -8% | -8%
Cc1ccc(CNC(=O)CSc2nc(=O)n3ccccc3n2)cc1 | -4% | 8% | 7% | 17% | -4% | i | 0% | 8%
Cc1ccc(-n2ncc3c(N4CCN(c5ccccc5)CC4)ncnc32)c(C)c1 | 1% | 0% | -4% | 17% | 16% | -18%[57.5 µM] | -12% | -5%
COc1ccccc1N/C(N)=N/c1nc(C)cc(C)n1 | -3% | 2% | 21% | 2% | -20% | -39%[inhibitor] | -7% | 16%
C#CCn1c2ccccc2c(=O)n1C(C)C | 0% | 5% | 8% | -15% | -14% | -12% | -32% | 17%

High-throughput results (PubChem)

An excerpt; rates above refer to the full screens.
